Ins promoter up: insulin promoter activators in MIN6 cells, imaging, high-content screening, mouse beta cells. actives 0.3% (n = 190,000). MIN6 insulin promoter-GFP reporter; hits give high values. z-score at 5 µM;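 active = z-score above 3 at 5 µM with at least 500 cells counted in the well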
Yfh1-depleted yeast: enhancers of respiration in Yfh1-depleted yeast, dose response, Friedreich's ataxia, plus single-dose screen (AID 1465). actives 0.074% (n = 220,000). S. cerevisiae Yfh1-off respiration, WST-1 reduction, 72 h; higher fold induction means a stronger effect. fold induction at 50 µM, or EC50 in µM where a hit was titrated;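 active = fold induction of absorbance versus untreated yeast above a set limit, then at least 30% activation at any dose in follow-up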;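 note: activators that raise dye reduction in frataxin-depleted yeast; strong numbers were not always called active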
Dynein cargo inh: inhibitors of GR-EGFP nuclear translocation, primary screen, dynein cargo transport inhibitor project, imaging, high-content, 3617.4 mouse cells; test concentration mostly 20 µM; stimulated with dexamethasone, 1 µM; hits give low values; z-score, hits read low; actives 0.47% (n = 220,000);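 active = plate z-score of nuclear minus cytoplasmic receptor signal below a set negative limit, without overly bright fluorescence or cell loss, cut at about -3.5 in these data, passing the limit was not always enough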;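 note: z-score of nuclear minus cytoplasmic ring GR-EGFP intensity difference per well; some compounds called inactive have numbers as strong as hits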
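Buffer or medium: tet-free, stripped-serum medium; Also added: dexamethasone, 1.0 µM final; Technique: high-content fluorescence imaging after fixation; Times: 48 h induction, 1 h compound, 30 min dex at 37 °C; Read-out: per-cell GR-EGFP intensity, nucleus versus surrounding cytoplasmic ring, well-averaged.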
M17LAP inhibition: P. falciparum M17LAP inhibitors, primary screen, biochemical, fluorogenic H-Leu-NHMec substrate, 1536-well (AID 1619). actives 0.38% (n = 220,000). inhibition, % at 30 µM, or IC50 in µM where a hit was titrated. Leucine aminopeptidase (Plasmodium falciparum (isolate 3D7)). recombinant M17LAP, H-Leu-NHMec fluorogenic kinetic assay; higher % means a stronger effect;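 active = compound inhibiting the enzyme by more than half at any dose during confirmatory dose-response retesting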;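 note: plate controls were full reaction with DMSO carrier for no effect and no enzyme background for full effect; strong numbers were not always called active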
HEK293 NOD2/NF-kB: NOD2 signaling inhibitors, cell-based, luminescence, uHTS, HEK293 (AID 1566); actives 0.63% (n = 290,000); inhibition, % at 4 µM; hits with a dose series show EC50 in µM; HEK293 NOD2/NF-kB luciferase reporter, luminescence; higher % means a stronger effect; in the data active = inhibition above about 50%; note: many of its hits are not listed in these tables
b-catenin transl: modulators of beta-catenin nuclear translocation, primary screen, imaging, HeLa cells, immunofluorescence, high-content | actives 0.3% (n = 190,000) | nuclear translocation activity, % at 5 µM;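 active = nuclear translocation activity above 50% at 5 µM, with a well cell count of 50 or more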;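 note: per-cell ratio of nuclear to cytoplasmic median beta-catenin stain intensity; plate controls were DMSO negative control for no effect and GSK-3 inhibitor IX positive control for full effect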
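System: HeLa cells, endogenous beta-catenin; compound dosing: 5 µM primary single dose, 0.1% DMSO, 0.02–20 µM confirmation series; incubation: 24 h compound exposure at 37°C, 5% CO2; signal: beta-catenin immunofluorescence imaging with DAPI; evaluation: % activation, nuclear-to-cytoplasmic median beta-catenin signal ratio per cell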
NOD1 inhibition: NOD1 signaling inhibitors, primary screen, cell-based, luminescence, uHTS (AID 1578). NOD1-driven NF-kB luciferase reporter cells, luminescence; higher % means a stronger effect. inhibition, % at 4 µM, or EC50 in µM where a hit was titrated. actives 1% (n = 290,000); in the data active = inhibition mostly above about 36%, no sharp cut-off; inactive = mostly below about 34%;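 note: HEK-293T reporter cells stimulated with the NOD1 agonist gamma-tri-DAP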
Autophagy mod: autophagy modulators in MEF cells, primary screen, imaging, high-content, MEF GFP-LC3; MEF GFP-LC3 puncta imaging; test concentration mostly 10 µM; calls only at 10 µM (by protocol); actives 0.98% (n = 190,000);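 active = percentage of spot-positive cells more than 3 SD above its plate mean, without a fluorescence outlier flag or 80% toxicity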;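 note: spot-positive cell cutoff set from DMSO-treated cells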
MT stabilize HCS: microtubule stabilizers in HeLa cells, primary screen, imaging, high-content imaging | HeLa tubulin immunostaining HCS, 24 h; share of cells brighter than vehicle mean+2SD | % tubulin-high responders, % at 10 µM | actives 0.83% (n = 200,000) | AID 2205, 2009;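 active = plate Z-score above 3 for both tubulin-high and condensed-nucleus cell shares, with cell loss under 80%, at 10 µM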;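 note: anti alpha tubulin signal scored within the nucleus-defined area of each cell; some results filed as inactive read as strong as hits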
Dynein cargo inh cytoplasmic EGFP: further read-out of Dynein cargo inh, marked with its call; z-score; measured here: cytoplasmic GR-EGFP intensity; hits give high values
Dynein cargo inh nuclear GR-EGFP: recorded beside Dynein cargo inh, whose call it bears; z-score; measured here: nuclear GR-EGFP intensity;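 lower value marks the stronger effect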
Dynein cargo inh cell count: further read-out of Dynein cargo inh, marked with its call; z-score; measured here: cell count per field
Ins promoter up cell count: further read-out of Ins promoter up, marked with its call; cell count; measured here: cytotoxicity, nuclei count;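 total cells summed across four imaged fields per well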
b-catenin transl cell count 5 µM: recorded beside b-catenin transl, whose call it bears; cell count; measured here: cell count, cytotoxicity flag
MT stabilize HCS Hoechst-high %: further read-out of MT stabilize HCS, marked with its call; % Hoechst-high responders; measured here: nuclear condensation Hoechst responders;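 share of cells brighter than vehicle mean plus two SD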
MT stabilize HCS cytotoxicity %: second read-out of MT stabilize HCS, no call of its own (marks repeat the call); toxicity, %; measured here: cytotoxicity by cell density;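 0% = mean cell density of plate MIN control wells and 100% = no cells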
Autophagy mod cell loss 18 h: recorded beside Autophagy mod, whose call it bears; toxicity, %; measured here: cell loss, nuclei count;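 cell loss after 18 h compound exposure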
* = called active by the depositor; i = inactive; x = not tested or not shown. Some of the compounds tested (hit frequency here may not be typical).

Values in the order – Ins promoter up, Ins promoter up cell count, Yfh1-depleted yeast, Dynein cargo inh, Dynein cargo inh cytoplasmic EGFP, Dynein cargo inh nuclear GR-EGFP, Dynein cargo inh cell count, M17LAP inhibition, HEK293 NOD2/NF-kB, b-catenin transl, b-catenin transl cell count 5 µM, NOD1 inhibition, Autophagy mod, Autophagy mod cell loss 18 h, MT stabilize HCS, MT stabilize HCS Hoechst-high %, MT stabilize HCS cytotoxicity %
> O=C(c1ccc(=O)[nH]n1)N1CCN(S(=O)(=O)c2ccc3ccccc3c2)CC1
    0.28, 1091, i, -0.49, 0.67, 0.38, 0.46, 6%, 6%, -3.3, 1001, -35%, i, -9, 3.3, 3.3, 9.7
> CC(C)CN(CC(C)C)CC(O)CN(c1ccccc1)S(=O)(=O)c1ccccc1[N+](=O)[O-] (stereo not given)
    -1.1, 1099, x, -0.69, -0.25, 0.2, 1.2, x, 11%, -0.6, 1320, -7%, x, x, x, x, x
> O=c1c2oc3ccccc3c2ncn1Cc1ccccc1Cl
    -0.76, 1292, i, -0.67, -0.092, -0.38, 0.18, -3%, -12%, -2.6, 1242, -25%, i, -6, 1.4, 1.3, 6.5
> CC(C)C(OC(=O)c1nsc(Cl)c1Cl)C(=O)NCc1ccc2c(c1)OCO2 (stereo not given)
    -0.23, 1613, i, -0.49, -0.071, -0.36, 0.75, -2%, -14%, 0.5, 1359, -8%, i, -1, 1.0, 1.3, 6.0
> O=C(Cn1nnc(-c2ccccc2)n1)N1CCN(S(=O)(=O)c2ccc(Cl)cc2)CC1
    1.6, 1586, i, 1.4, -0.25, 0.38, -0.61, -4%, 18%, 0.6, 1372, -2%, i, 3, 1.7, 1.6, 7.6
> COc1ccc(-c2ccc(C(=O)O)c(=O)[nH]2)cc1
    -0.45, 845, i, -0.45, -0.22, -0.24, 0.79, -19%, 20%, 0.5, 989, -16%, i, -3, 2.0, 2.4, 7.7
> O=C(Nc1c(Cl)cc(Cl)cc1C(=O)NCC1CCCO1)c1ccco1 (stereo not given)
    -0.09, 1601, i, 0.18, -0.34, 0.069, -0.092, -3%, 23%, -0.8, 1407, -1%, i, 5, 2.8, 2.2, 14
> C=C(C)c1cccc(C(C)(C)NC(=O)Nc2ccc(Cl)cn2)c1
    -0.59, 1454, i, -0.14, -0.26, -0.31, 0.14, 7%, -8%, 1.5, 1078, 4%, i, -6, 6.1, 2.4, 6.1
> N#C/C(=C(/O)COc1ccccc1)c1nc2ccccc2s1
    0.26, 1607, i, -0.079, -0.35, 0.19, -0.2, -1%, 9%, -1.6, 1008, 27%, i, 8, 6.2, 2.2, 1.5
> CNC(=O)/C(C#N)=C1/SC(Cc2ccc(F)cc2)C(=O)N1c1ccccc1 (stereo not given)
    -0.57, 1279, i, 0.053, -0.21, 0.015, 0.26, 7%, 20%, 1.5, 1278, 8%, x, x, x, x, x
> COc1ccc(CNC(=O)Cn2nnc(-c3ccc(NC(=O)C4CCCCC4)cc3)n2)cc1
    0.14, 1530, i, 0.26, -0.24, 0.64, -0.96, 1%, -124%, -1.5, 1124, -40%, i, 22, 5.1, 2.6, 0.1
> CCOC(=O)C1CCCN(Cc2nc(N)nc(Nc3ccccc3OC)n2)C1 (stereo not given)
    x, x, i, -0.82, -0.2, -0.08, 0.52, 2%, -2%, -0.6, 1178, -18%, i, 3, 5.2, 3.5, 1.3
> CC(=O)Nc1cccc(N(C)S(C)(=O)=O)c1
    0.43, 1213, i, -0.41, -0.24, -0.35, 0.66, 3%, -6%, 0.0, 1090, x, i, -5, 3.4, 2.6, 9.0
> CCN(Cc1ccccc1)C(=O)CCCOc1ccccc1
    -1, 1272, i, -0.18, -0.28, 0.25, -0.11, 4%, -71%, 0.6, 843, -75%, i, 15, 4.4, 1.5, 14
> S=C1NC2=C(CCC/C2=C\c2ccc(Cl)cc2)C(c2ccc(Cl)cc2)N1 (stereo not given)
    -0.8, 1442, i, 2.4, -0.16, 1, -1.6, 3%, -27%, 0.1, 1240, 8%, x, x, x, x, x
> O=C(C1=C[C@@H](c2ccc(C(F)(F)F)cc2)C[C@@H](OCc2ccc(CO)cc2)O1)N1CCOCC1
    0.32, 1495, i, -0.044, -0.0024, 0.4, -0.035, 2%, -4%, 0.4, 1161, -10%, i, 20, 1.7, 1.1, 1.5
> CCCCNC(=O)[C@H](CSCc1ccccc1)N1Cc2ccccc2C1=O
    0.27, 1190, i, -0.55, -0.11, 0.67, 0.76, -12%, 8%, -0.7, 489, -6%, i, -5, 4.8, 2.2, 5.6
> Cc1cc2nnc(SCC(=O)N3CCOCC3)n2c2ccccc12
    1.1, 1252, i, -0.43, -0.2, 0.015, -0.56, 47%, -6%, -1.6, 1122, -8%, i, -10, 2.3, 2.8, 5.9
> CC1(C)Cc2c(c(N3CCCC3)nc3sc4c(N5CCNCC5)ncnc4c23)CO1
    -0.73, 1161, i, 1.4, -0.23, 0.47, 0.26, 15%, 3%, -0.4, 1356, 2%, x, x, x, x, x
> O=C(NCc1cccnc1)NC1(c2ccccc2)CC1
    -0.08, 981, i, -0.0023, -0.19, 0.0082, -0.46, 1%, 5%, 1.6, 1123, -9%, i, 8, 5.8, 2.6, 6.5

Remaining list, next part.
SMILES	Ins promoter up	Ins promoter up cell count	Yfh1-depleted yeast	Dynein cargo inh	Dynein cargo inh cytoplasmic EGFP	Dynein cargo inh nuclear GR-EGFP	Dynein cargo inh cell count	M17LAP inhibition	HEK293 NOD2/NF-kB	b-catenin transl	b-catenin transl cell count 5 µM	NOD1 inhibition	Autophagy mod	Autophagy mod cell loss 18 h	MT stabilize HCS	MT stabilize HCS Hoechst-high %	MT stabilize HCS cytotoxicity %
NC(=O)c1ccc(-n2nnnc2SCc2ccc(F)cc2)cc1	0.06	1079	i	-0.63	-0.035	-0.1	0.84	-2%	7%	0.7	1044	-22%	i	0	1.6	3.4	5.1
Cc1ccc2oc(=O)c3cnn(CC(=O)N4CCCCC4C)c3c2c1 (stereo not given)	-0.53	1531	i	-0.28	-0.13	0.088	0.5	9%	-4%	0.6	991	6%	i	12	1.9	1.2	5.2
CCOC(=O)Nc1ccccc1N1C(=O)c2ccccc2C1=O	-0.01	1177	i	0.026	-0.18	0.18	-0.001	-3%	6%	-1.7	1215	-20%	i	-14	2.7	2.0	11
O=C(c1ccc2c(c1)OCO2)[C@@H]1[C@@H]2C(=O)N(C3CCCCC3)C(=O)[C@@H]2C2c3ccccc3C=CN21 (stereo not given in full)	x	x	i	-0.52	0.54	0.082	0.65	0%	-3%	0.7	793	19%	i	7	3.7	3.6	11
CCOC(=O)c1nnn(-c2nonc2N)c1-c1ccc(Br)cc1	-0.4	1337	i	0.73	0.52	0.58	-1	12%	7%	-1.8	1159	-27%	i	-12	3.3	1.5	0.8
CN(C)S(=O)(=O)c1ccc(NC(=O)Cn2c(-c3ccccc3)noc2=O)cc1	x	x	i	0.99	-0.3	0.096	-0.091	-4%	4%	x	x	18%	i	-2	1.2	1.9	6.6
Cc1nc2ccc(N)cc2c(=O)n1Cc1ccc(Cl)cc1	-0.65	1325	i	0.17	-0.24	0.18	0.64	-40%	-17%	-1.1	1225	-46%	i	-2	1.2	1.9	3.6
Cc1cccc(N(C(=O)c2ccc(Cl)cc2)C2CS(=O)(=O)CC2OC(=O)c2ccc(Cl)cc2)c1 (stereo not given)	-0.74	1441	i	2.8	-0.16	2.1	-2.5	-1%	-24%	8.3	1375	-37%	i	19	4.2	1.6	1.8
c1ccc(Oc2ccc(-c3ccn[nH]3)cc2)cc1	-0.27	1418	i	-0.11	-0.18	-0.086	0.26	1%	-57%	-3.9	1209	-3%	x	x	x	x	x
CCCNC(=O)C1CCN(S(=O)(=O)c2c(C)noc2/C=C\c2ccc(OC)cc2)CC1	-0.12	958	i	0.17	-0.19	0.35	-0.38	0%	0%	x	x	-19%	i	-3	2.1	2.5	6.4
CCN(C(=O)COC(=O)c1c(C)c(-c2ccccc2)nc2ccccc12)C1CCS(=O)(=O)C1 (stereo not given)	-0.46	1077	i	-0.57	0.95	-0.44	0.034	12%	20%	-0.4	1307	-8%	x	x	x	x	x

Limited to Dynein cargo inh nuclear GR-EGFP and NOD1 inhibition, for some of the entries so far:
SMILES	Dynein cargo inh nuclear GR-EGFP	NOD1 inhibition
Cc1cccc(N(C(=O)c2ccc(Cl)cc2)C2CS(=O)(=O)CC2OC(=O)c2ccc(Cl)cc2)c1 (stereo not given)	2.1	-37%
c1ccc(Oc2ccc(-c3ccn[nH]3)cc2)cc1	-0.086	-3%
